SRC1 TRFRET art: flags TR-FRET format artefacts in PPARgamma SRC-1 recruitment agonist screen; TR-FRET detection artefact counter-screen, emission ratio; stronger effect = higher value; TR-FRET ratio at 8 µM; 99,000 tested, 0.34% active; AID 1051; in the data active = TR-FRET ratio above about 2300; note: inactives centre near 1800; reference of the scale not given here
SRC3 TRFRET art: counter-screen for PPARgamma SRC-3 recruitment agonists: TR-FRET artefact; PPARgamma/SRC-3 format; stronger effect = higher value; TR-FRET ratio at 8 µM; 99,000 tested, 0.39% active; AID 1048; in the data active = TR-FRET ratio above about 2000; note: inactives centre near 1600; reference of the scale not given here
* marks the source's active call; other numbers are inactive results.

For O=C(Nc1ccccc1N1CCCC1)c1ccc([N+](=O)[O-])cc1Cl the results were SRC1 TRFRET art 1604 and SRC3 TRFRET art 1375.
Screening Cc1ccsc1CN1CCC(C(=O)NCc2ccccc2Cl)CC1 returned SRC1 TRFRET art 1680 and SRC3 TRFRET art 1448.
CNC(=O)c1c(Cl)cnn1-c1ccccc1 was read as SRC1 TRFRET art 1819 and SRC3 TRFRET art 1504.
`Cc1cccc2c3nc4ccccc4nc3n(CCCN3C(=O)c4ccccc4C3=O)c12` gave SRC1 TRFRET art 1922 and SRC3 TRFRET art 1488.
For COc1ccc2[nH]c(=O)c(CN(c3ccc(C)c(C)c3)S(C)(=O)=O)cc2c1 the results were SRC1 TRFRET art 1850 and SRC3 TRFRET art 1658.
`Cc1cc(C)nc(NS(=O)(=O)c2ccc(NC(=O)Nc3ccccc3)cc2)n1` gave SRC1 TRFRET art 1878 and SRC3 TRFRET art 1720.
COC(=O)CC1=NN(c2ccc(OC)cc2)C(=O)/C1=C\c1ccc(Cl)cc1 was read as SRC1 TRFRET art 1773 and SRC3 TRFRET art 1479.
`Cc1cc(C)n(CC(O)COc2ccccc2C)n1` (stereo not drawn) gave SRC1 TRFRET art 1838 and SRC3 TRFRET art 1512.
CC(C)NC(=O)COC(=O)c1ccc(O)cc1 was read as SRC1 TRFRET art 1813 and SRC3 TRFRET art 1471.
For COc1ccc(/C(C)=N/NC(=O)c2cc(-c3cccnc3)nc3ccccc23)cc1 the results were SRC1 TRFRET art 1867 and SRC3 TRFRET art 1567.
For COc1cc(C(=O)COC(=O)Cc2cnc3sccn23)cc(OC)c1OC the results were SRC1 TRFRET art 1869 and SRC3 TRFRET art 1623.
For COc1ccccc1NS(=O)(=O)c1cc(NC(=O)c2cc3ccccc3oc2=O)ccc1C the results were SRC1 TRFRET art 1703 and SRC3 TRFRET art 1689.
CCN(CC)C(=O)CSc1nc(-c2ccccc2)ccc1C#N was read as SRC1 TRFRET art 1724 and SRC3 TRFRET art 1518.
`CSc1nc(O)cc(=O)n1-c1ccc(F)cc1` gave SRC1 TRFRET art 1895 and SRC3 TRFRET art 1555.
Screening Cc1nnsc1Sc1ccccn1 returned SRC1 TRFRET art 1930 and SRC3 TRFRET art 1649.

Overlap with the part before: 2 entries, then new ones.
`CSc1nc(O)cc(=O)n1-c1ccc(F)cc1` gave SRC1 TRFRET art 1895 and SRC3 TRFRET art 1555.
Screening Cc1nnsc1Sc1ccccn1 returned SRC1 TRFRET art 1930 and SRC3 TRFRET art 1649.
Cc1cc(C)c2c(CC(=O)NCCc3ccccc3)coc2c1 was read as SRC1 TRFRET art 1879 and SRC3 TRFRET art 1927.
Nc1ccc(-c2nc3ccc(N)cc3[nH]2)cc1 was read as SRC1 TRFRET art 2123 and SRC3 TRFRET art 2018.
`COc1ccc([N+](=O)[O-])cc1CSc1ccccn1` gave SRC1 TRFRET art 1804 and SRC3 TRFRET art 1587.
For CCOC(=O)c1cc2c(=O)[nH]c(C(Cl)(Cl)Cl)nc2o1 the results were SRC1 TRFRET art 1961 and SRC3 TRFRET art 1520.
For COc1cc(Cl)cc(/C=C/c2ccc3ccccc3n2)c1OC(C)=O the results were SRC1 TRFRET art 1659 and SRC3 TRFRET art 1538.
COC(=O)CSc1ncnc2c1cnn2-c1ccc(C)cc1C was read as SRC1 TRFRET art 1752 and SRC3 TRFRET art 1447.
`COc1ccc(-c2csc(Nc3ccc(O)cc3)n2)cc1` gave SRC1 TRFRET art 1750 and SRC3 TRFRET art 1598.
For Brc1cccc(OCCSc2ncccn2)c1 the results were SRC1 TRFRET art 1851 and SRC3 TRFRET art 1679.
CCCCCC1CC(CC(=O)NC(=S)Nc2ccccc2Cl)C(=O)O1 (stereo not drawn) was read as SRC1 TRFRET art 1599 and SRC3 TRFRET art 1407.
Screening COc1ccc(NC(=O)N2CCC(c3nc4ccccc4[nH]3)CC2)cc1 returned SRC1 TRFRET art 1990 and SRC3 TRFRET art 1598.
Cc1cccc(Sc2ccc([N+](=O)[O-])cc2[N+](=O)[O-])n1 was read as SRC1 TRFRET art 1810 and SRC3 TRFRET art 1704.
For Cc1ccccc1-c1nn(-c2ccc(F)cc2F)cc1CNC1CC1 the results were SRC1 TRFRET art 1875 and SRC3 TRFRET art 1800.
`CCCS(=O)(=O)c1cn2cccc(N)c2c1S(=O)(=O)CCC` gave SRC1 TRFRET art 1664 and SRC3 TRFRET art 1411.
For C#Cc1ccc([C@@H]2C=C(C(=O)Nc3ccccc3)O[C@H](OCC)[C@H]2CCCO)cc1 the results were SRC1 TRFRET art 1608 and SRC3 TRFRET art 1489.
For COCCN(C(=O)CCc1nnc(CCc2c[nH]c3ccccc23)o1)C(C)C the results were SRC1 TRFRET art 1543 and SRC3 TRFRET art 1358.

Grouped by structure: those above with fluorine (2)
`CSc1nc(O)cc(=O)n1-c1ccc(F)cc1` gave SRC1 TRFRET art 1895 and SRC3 TRFRET art 1555.
For Cc1ccccc1-c1nn(-c2ccc(F)cc2F)cc1CNC1CC1 the results were SRC1 TRFRET art 1875 and SRC3 TRFRET art 1800.

Additional entries:
For CCOc1ccc(C(=O)NCCO)cc1 the results were SRC1 TRFRET art 1895 and SRC3 TRFRET art 1559.
`CCOC(=O)C1CCCN(CC(O)COc2cccc(C)c2)C1` (stereo not drawn) gave SRC1 TRFRET art 1786 and SRC3 TRFRET art 1666.
For Cc1ccc(C2C3=C(CC(C)(C)CC3=O)OC3=C2C(=O)CC(C)(C)C3)cc1 the results were SRC1 TRFRET art 2256 and SRC3 TRFRET art 1725.
`C/C(=N\NC(=S)NCc1ccccc1)c1ccc2ccccc2c1` gave SRC1 TRFRET art 1939 and SRC3 TRFRET art 1755.
CCOc1ccc(NC(=O)COC(=O)C2(C)CC2(Cl)Cl)c([N+](=O)[O-])c1 (stereo not drawn) was read as SRC1 TRFRET art 1818 and SRC3 TRFRET art 1573.
`CCOc1cc(NC(=S)NCCCOC)c(OCC)cc1NC(=O)c1ccco1` gave SRC1 TRFRET art 1721 and SRC3 TRFRET art 1721.
For CC1=C(C(=O)OCc2ccccc2)C(c2ccccc2-c2ccccc2)NC(=O)N1CCCCCC(=O)O (stereo not drawn) the results were SRC1 TRFRET art 1820 and SRC3 TRFRET art 1847.
Screening COc1cc([N+](=O)[O-])cc2sc(NC(=O)C3CC3)nc12 returned SRC1 TRFRET art 1480 and SRC3 TRFRET art 1508.
COc1ccccc1Nc1nc(N)nc(CN2CCC(C)CC2)n1 was read as SRC1 TRFRET art 1938 and SRC3 TRFRET art 1627.
O=C(CSc1nnc(CNC(=O)C23CC4CC(CC(C4)C2)C3)n1-c1ccccc1)Nc1ccccc1 was read as SRC1 TRFRET art 1886 and SRC3 TRFRET art 1608.
`Cc1ccc(C(=O)NCCNC(=O)c2ccccc2)cc1` gave SRC1 TRFRET art 1615 and SRC3 TRFRET art 1439.
`CCOC(=O)c1c(C)[nH]c(C(=O)N2CCCC(C(=O)c3cccc(OC)c3)C2)c1C` (stereo not drawn) gave SRC1 TRFRET art 1670 and SRC3 TRFRET art 1591.
CC(=O)NCCC(=O)Nc1nc(-c2cccs2)c(-c2cccs2)s1 was read as SRC1 TRFRET art 1766 and SRC3 TRFRET art 1727.
`Cc1c(-c2nnc(SCC(=O)O)n2-c2ccccc2Br)nnn1-c1ccccc1` gave SRC1 TRFRET art 1961 and SRC3 TRFRET art 1558.
For C=CCOc1ccc(Br)cc1CNCCCN1CCOCC1 the results were SRC1 TRFRET art 1667 and SRC3 TRFRET art 1596.
CC(=O)Nc1ccc(NC(=O)C(C)OC(=O)C2(c3ccc(F)cc3)CCCC2)cc1 (stereo not drawn) was read as SRC1 TRFRET art 1708 and SRC3 TRFRET art 1489.
`COc1ccc(C(=O)N2CCN(c3ccc([N+](=O)[O-])c(-n4nc(C)cc4C)c3)CC2)cc1` gave SRC1 TRFRET art 1830 and SRC3 TRFRET art 1614.
Screening Cc1ccc(S(=O)(=O)Nc2ccc(C(=O)Nc3ccncc3)cc2)cc1 returned SRC1 TRFRET art 1905 and SRC3 TRFRET art 1796.
`CC(=O)c1cc(C#N)c(SCc2ccncc2)nc1C` gave SRC1 TRFRET art 1827 and SRC3 TRFRET art 1733.
COc1ccc(NS(=O)(=O)c2ccc(NC(=O)c3ccccc3)cc2)nn1 was read as SRC1 TRFRET art 1795 and SRC3 TRFRET art 1543.
Cc1ccc2nc(C)c(C(=O)N/N=C/c3cccs3)n2c1 was read as SRC1 TRFRET art 1644 and SRC3 TRFRET art 1486.
For Cc1cc(CNC(=O)[C@H](C)[C@@H]2C[C@@]2(C)[C@@H](NC(=O)OCc2ccccc2)c2ccccc2)nn1C the results were SRC1 TRFRET art 1725 and SRC3 TRFRET art 1469.
For COc1ccccc1OCC(=O)Nc1ccc(S(=O)(=O)N2CCN(C)CC2)cc1 the results were SRC1 TRFRET art 1848 and SRC3 TRFRET art 1658.
Screening COc1cc(C(=S)N2CCCC2)cc(OC)c1OC returned SRC1 TRFRET art 1762 and SRC3 TRFRET art 1652.
Screening Nc1nnc(SC2CCCC2)s1 returned SRC1 TRFRET art 1687 and SRC3 TRFRET art 1437.
O=C(/C=C/c1ccc(Cl)cc1Cl)c1ccc[nH]1 was read as SRC1 TRFRET art 1849 and SRC3 TRFRET art 1474.
`CN(C)c1ccc(C2(O)C(=O)c3ccccc3C2=O)cc1` gave SRC1 TRFRET art 1656 and SRC3 TRFRET art 1519.
Screening CC(C(=O)Nc1cccc([N+](=O)[O-])c1)[n+]1ccccc1 (stereo not drawn) returned SRC1 TRFRET art 1822 and SRC3 TRFRET art 1748.
CCN(CC)S(=O)(=O)c1ccc2c(c1)nc(CCC(=O)OCC(=O)Nc1cc(Cl)cc(Cl)c1)n2C was read as SRC1 TRFRET art 1806 and SRC3 TRFRET art 1569.
O=C(NCc1cccnc1)Nc1ccc2c(c1)OCO2 was read as SRC1 TRFRET art 1622 and SRC3 TRFRET art 1405.

Structural class: those above with a furan ring, fused or not
Cc1cc(C)c2c(CC(=O)NCCc3ccccc3)coc2c1 was read as SRC1 TRFRET art 1879 and SRC3 TRFRET art 1927.
For CCOC(=O)c1cc2c(=O)[nH]c(C(Cl)(Cl)Cl)nc2o1 the results were SRC1 TRFRET art 1961 and SRC3 TRFRET art 1520.
`CCOc1cc(NC(=S)NCCCOC)c(OCC)cc1NC(=O)c1ccco1` gave SRC1 TRFRET art 1721 and SRC3 TRFRET art 1721.

(listing goes on)
COc1cccc(C(C)N(C)Cc2nc(-c3ccoc3)oc2C)c1 (stereo not drawn) was read as SRC1 TRFRET art 1937 and SRC3 TRFRET art 1647.
Cc1noc(C)c1COC(=O)c1cccc(N(C)C)c1 was read as SRC1 TRFRET art 1755 and SRC3 TRFRET art 1675.
For Clc1ccccc1CN1CCN(/N=C/c2ccncc2)CC1 the results were SRC1 TRFRET art 1834 and SRC3 TRFRET art 1735.
CCOCCCNCc1cc(Cl)ccc1OCC was read as SRC1 TRFRET art 1775 and SRC3 TRFRET art 1468.
Screening COc1cccc(/C=C2\SC(=S)N(N3CCOCC3)C2=O)c1OC returned SRC1 TRFRET art 1607 and SRC3 TRFRET art 1455.
Screening Cc1ccc(C(=O)NC(=S)NNC(=O)CC#N)cc1 returned SRC1 TRFRET art 1740 and SRC3 TRFRET art 1545.
For COc1ccc(OC)c(CN2CCC(C(=O)N3CCOCC3)CC2)c1 the results were SRC1 TRFRET art 1671 and SRC3 TRFRET art 1691.
For CCOC(=O)c1cc2c(nc1NC(=S)NCc1ccccc1)CCCC2 the results were SRC1 TRFRET art 1697 and SRC3 TRFRET art 1444.
COc1ccc2[nH]c3c(c2c1)CCn1c-3nc2sc(C(=O)Nc3ccccc3)c(C)c2c1=O was read as SRC1 TRFRET art 1629 and SRC3 TRFRET art 1557.
For O=C(O)C1CC=CCC1C(=O)Nc1cccc([N+](=O)[O-])c1 (stereo not drawn) the results were SRC1 TRFRET art 1626 and SRC3 TRFRET art 1606.
Screening CC(C)N(C(=O)Cn1cc(SCC(=O)NCC2CCCO2)c2ccccc21)C(C)C (stereo not drawn) returned SRC1 TRFRET art 1859 and SRC3 TRFRET art 1645.
`COc1ccccc1OCCCCCCN1CCOCC1` gave SRC1 TRFRET art 1639 and SRC3 TRFRET art 1564.
Screening Brc1ccc(-c2csc(N/N=C/c3ccc4c(c3)OCO4)n2)cc1 returned SRC1 TRFRET art 1854 and SRC3 TRFRET art 1468.
Screening CCN(c1ccccc1)S(=O)(=O)c1cc(C(=O)Oc2ccc3c(C)cc(=O)oc3c2)ccc1C returned SRC1 TRFRET art 1752 and SRC3 TRFRET art 1689.
Screening C/C(CC(C)C)=N\Nc1ccc(S(N)(=O)=O)cc1[N+](=O)[O-] returned SRC1 TRFRET art 1821 and SRC3 TRFRET art 1765.
For CC(C)(C)NC(=O)CCCCCCCC(=O)NC(C)(C)C the results were SRC1 TRFRET art 1769 and SRC3 TRFRET art 1810.
Screening Cc1cs/c(=N/C(=S)Nc2ccccc2)n1C returned SRC1 TRFRET art 1756 and SRC3 TRFRET art 1745.
For O=C(c1ccc(S(=O)(=O)Nc2ccc(F)cc2)cc1)N1CCN(c2ccccn2)CC1 the results were SRC1 TRFRET art 1965 and SRC3 TRFRET art 1458.
Screening CCOC(=O)c1cnc2ccc(C(=O)OC)cc2c1Nc1cccc(C(=O)O)c1 returned SRC1 TRFRET art 1777 and SRC3 TRFRET art 1312.
CCOC(=O)Cn1nc(C)n(-c2ccc(Br)cc2)c1=O was read as SRC1 TRFRET art 1553 and SRC3 TRFRET art 1482.
Screening CC(C)OCCCNC(=O)NC(=O)c1ccc(Cl)cc1 returned SRC1 TRFRET art 1647 and SRC3 TRFRET art 1492.

A portion of the library (hit frequency here may not be typical).
